mHtt clearance: compounds clearing mutant huntingtin protein; HeLa Exon1htt(103Q)mCFP, aggregate imaging; zero = plate's median compound well; inhibition, % at 1.5 µM; 0.42% of 47,000 active;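 active means inhibition of aggregate fluorescence above about 70%, also judged a hit by eye on the cell image, limit read from the data, passing the limit was not always enough; inconclusive means no rule stated for this call; inactive means not judged a hit on image review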;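 further: cells exposed to compound for three days before fixation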
mHtt clearance grain fraction: also measured in mHtt clearance; calls as there; fraction fluorescence in grains; measured here: aggregate grain fluorescence fraction; hits give low values;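 scaled fraction of total cell fluorescence in grains with unit not stated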
Numbers without * were called inactive; ? = inconclusive; nt = not tested or not shown.

1	CC(=O)N1CCN(CC(=O)Nc2c(Cl)cccc2Cl)CC1
2	Cc1cc(=O)oc(C)c1C(=O)NCCCN1CCN(c2ccc(F)cc2)CC1
3	CS(=O)(=O)N(CC(N)=O)c1ccc(F)c(Cl)c1
4	Nc1nnnn1/N=C/c1cccc(OCc2ccccc2Cl)c1
5	Cc1cc(NC(=O)Cn2nc(C(F)(F)F)c3c2CCC3)n(-c2ccccc2)n1
6	Cc1ccn2cc(CCNC(=O)c3ccc(Br)o3)nc2c1

entry no.	1	2	3	4	5	6
mHtt clearance	15	-47	-7	-59	-51	-6
mHtt clearance grain fraction	18	32	21	28	57	36

7	CCCCC(=O)Nc1ccc2c(c1)OCCO2
8	C(=C\c1ccccc1)/CN1CCN(Cc2ccc3c(c2)OCCO3)CC1
9	CCOC(=O)C1CCN(C(=O)Cc2c(C(=O)O)[nH]c3ccccc23)CC1
10	N/C(=N\OC(=O)Nc1ccc(Cl)cc1)c1ncc(C(F)(F)F)cc1Cl
11	Cc1cc(C)n(C(=O)CNc2ccc(C)c(C)c2)n1
12	CCOCCCNC(=O)C1CCN(C(=O)Nc2ccc(Cl)cc2)CC1

entry no.	7	8	9	10	11	12
mHtt clearance	5	14	-20	-32	30	-44
mHtt clearance grain fraction	16	14	41	28	14	24

13	Cc1nnc(SCCCn2c(N3CCN(c4ccccc4)CC3)nc3c2c(=O)[nH]c(=O)n3C)s1
14	CC(C)C1NC2(C(=O)c3ccccc3C2=O)C2C(=O)N(c3ccc(F)cc3)C(=O)C12 (centres undefined)
15	CCOC(=O)c1[nH]c2cc(OC)c(OC)cc2c1NC(=O)c1ccc2c(c1)OCO2
16	CCn1cc(C(=O)NCC2COc3ccccc3O2)c2cc(OC)c(OC)cc2c1=O (centres undefined)
17	COC(=O)c1ccc(COC(=O)c2ccc(S(=O)(=O)N3CCC(C)CC3)cc2)o1
18	CC(C)CNS(=O)(=O)c1cc(C(=O)N2CC(C)OC(C)C2)c(Cl)cc1Cl (centres undefined)

entry no.	13	14	15	16	17	18
mHtt clearance	51	-7	3	0	-39	39
mHtt clearance grain fraction	10	47	36	44	53	24

19	CSc1nc2sc3c(c2c(=O)n1C1CCCCC1)CCN(C)C3
20	Cc1sc2nc(CN3CCOCC3)nc(NS(=O)(=O)c3ccccc3)c2c1C
21	O=Cc1c(Sc2ccccc2)nc2ccccn2c1=O
22	COc1ccc2oc(-c3ccc(C)c(NC(=O)c4ccc(N5CCOCC5)c([N+](=O)[O-])c4)c3)nc2c1
23	O=C(Nc1ccc(OCC(=O)N2CCN(S(=O)(=O)c3ccccc3)CC2)cc1)c1ccco1
24	CCCn1c(SCC(=O)Nc2cc(C)on2)nc2c1c(=O)n(C)c(=O)n2C

entry no.	19	20	21	22	23	24
mHtt clearance	-5	-17	4	-48	-10	-37
mHtt clearance grain fraction	21	23	19	45	38	63

25	O=C(Nc1cccc2nsnc12)c1ccc2c(c1)OCCO2
26	COC(=O)c1cc(OC)c(OC)cc1NC(=O)Nc1ccc(OC)cc1OC
27	CCCn1c(CN2CCN(C(=O)c3ccco3)CC2)nc2c1c(=O)n(C)c(=O)n2C
28	O=C(NCCOCC(F)(F)C(F)F)c1cc(F)c(F)cc1Cl
29	CCCCCCCCCS(=O)(=O)N/N=C/c1cccc([N+](=O)[O-])c1
30	CCCOC(=O)CCn1c(=S)oc2ccccc21

entry no.	25	26	27	28	29	30
mHtt clearance	-13	66	8	-88	20	46
mHtt clearance grain fraction	38	6.7	30	37	26	17

31	COc1ccc(OC)c(-c2c[n+](=O)c3c(n2[O-])CCCC3)c1
32	CCC(C)(C)n1nnnc1C(c1ccc(OC)c(OC)c1)N1CCN(c2ccc(F)cc2)CC1 (centres undefined)
33	CCCn1cnc2cc(NCc3cccc(OC)c3)ccc21
34	CCCn1c(=O)[nH]c2ccccc21
35	CCOC(=O)c1cc2sc(C)cc2n1CC(=O)NCc1ccc(F)cc1
36	Cc1cccc(S(=O)(=O)c2c(N)n(/N=C/c3ccco3)c3nc4ccccc4nc23)c1

entry no.	31	32	33	34	35	36
mHtt clearance	13	-32	-71	?	20	8
mHtt clearance grain fraction	39	26	28	nt	16	32

37	CCOC(=O)CSC1=Nc2ccccc2C2=NC(CC(=O)NCc3ccc4c(c3)OCO4)C(=O)N12 (centres undefined)
38	CCOC(=O)C1C2C=CC3(CN(c4ccccc4CC)C(=O)C13)O2 (centres undefined)
39	COCC(=O)Nc1cc(OC)cc(OC)c1
40	Cc1cc(C)cc(NC(=S)NCC2CCCO2)c1 (centres undefined)
41	COC(=O)COc1ccc(Oc2cc(C)nc(SC)n2)nn1
42	O=C(Nc1c(-c2ccccc2)nc2c(Br)cc(Br)cn12)c1ccco1

entry no.	37	38	39	40	41	42
mHtt clearance	-27	-12	4	67	-3	-7
mHtt clearance grain fraction	50	19	36	14	17	37

43	Cc1c(NC(=O)CSc2nnnn2Cc2ccccc2)c(=O)n(-c2ccccc2)n1C
44	CC(C)(C)CC(C)(C)NCC(O)COc1c(F)cc(Br)cc1F (centres undefined)
45	CCOC(=O)/C=C1\NC2(CCCCC2)Cc2cc(OC)c(OC)cc21
46	CC(C)OC(=O)CSc1nnc(-c2ccccn2)n1-c1ccccc1
47	Cc1ccnc(NS(=O)(=O)c2ccc(NC(=O)C3CCCCC3C(=O)O)cc2)n1 (centres undefined)
48	CCOc1ccccc1C1CC(c2ccc(Cl)cc2)Nc2nc(N)nn21 (centres undefined)

entry no.	43	44	45	46	47	48
mHtt clearance	14	18	-14	-70	-36	-31
mHtt clearance grain fraction	16	15	24	27	41	47

Single values from the entries so far:
no. 45 in mHtt clearance reads -14
no. 44 in mHtt clearance reads 18

The list continues.
The line under a structure holds: mHtt clearance | mHtt clearance grain fraction
49	O=C(c1ccc(CS(=O)(=O)c2c(Cl)cccc2Cl)o1)N1CCCC1
 : 8 | 45
50	CCOC(=O)C1=C(C)NC(=O)NC1c1cc2c(cc1Br)OCO2 (centres undefined)
 : -47 | 25
51	O=S1(=O)N=C(N2CCN(Cc3ccc4c(c3)OCO4)CC2)c2ccccc21
 : -25 | 24
52	CC(=O)c1cnc2c(-c3ccc(Cl)cc3)cnn2c1C
 : 3 | 18
53	CCCCOCCCNC(=O)N[C@@H](CCSC)C(=O)OC
 : 4 | 18
54	CCSc1nnc(NC(=O)c2ccc(Br)s2)s1
 : -17 | 24
55	COC(=O)c1ccc(=O)n(-c2ccc(OC)cc2)c1
 : 38 | 11
56	C=CCOc1c(CNn2nnnc2N)cccc1OC
 : -4 | 20
57	COc1ccccc1N1CCN(S(=O)(=O)c2ccc3c4c(cccc24)C(=O)N3C)CC1
 : 46 | 10
58	Cc1ccc(S(=O)(=O)CCSc2nc(C)cc(C(F)(F)F)c2C#N)cc1
 : -371 | 91
59	COCCN1Cc2cccc(C(=O)NCc3cccnc3)c2C1=O
 : 15 | 38
60	NC(=O)c1c(C(F)(F)F)cc(-c2ccccc2)nc1NCCO
 : 5 | 18
61	COc1ccccc1C1=Nn2c(nnc2C2CCCCC2)SC1
 : -64 | 63
62	COc1cc(C2=NOC(C(=O)Nc3ccc(C)cc3)C2)cc(OC)c1OC (centres undefined)
 : -16 | 43
63	CCS(=O)(=O)NCc1cn2ccsc2n1
 : 4 | 17
64	Cc1cccc(N2CC(C(=O)Nc3ccc4c(c3)OCO4)CC2=O)c1C (centres undefined)
 : 32 | 11
65	Cc1cccc(-n2ncc3c(N4CCCC4)ncnc32)c1
 : -15 | 20
66	CC(C)C(=O)N1CCN(c2ccc(NC(=O)c3cccs3)cc2)CC1
 : 79* | 4.2*
67	Nn1c(SCC(=O)NCCC2=CCCCC2)nnc1C1CCCCC1
 : 3 | 36
68	O=C(c1cc(-c2ccc3c(c2)OCO3)on1)N1CCN(c2ccccc2)CC1
 : -20 | 49
69	CCC1CCCCN1C(=O)c1nn2cccnc2c1Cl (centres undefined)
 : 49 | 9.1
70	O=C(NC12CC3CC(CC(C3)C1)C2)c1cc2nc(-c3ccco3)cc(C(F)(F)F)n2n1
 : 0 | 30
71	Cc1csc(NC(=O)C2CCN(S(=O)(=O)c3ccc4c(c3)oc(=O)n4C)CC2)n1
 : 12 | 46
72	O=C(CN1C(=O)c2ccccc2S1(=O)=O)Nc1ccc(S(=O)(=O)N2CCCCC2)cc1
 : -21 | 20
73	COc1cccc(C(=O)Nc2c(C(N)=O)oc3ccccc23)c1
 : -3 | 32
74	N=c1ccn(Cc2ccccc2Cl)cc1
 : 37 | 15
75	O=C(CSc1nc2c(cnn2-c2ccccc2)c(=O)[nH]1)c1ccc(Cl)cc1
 : 21 | 15
76	CCc1nnc(NC(=O)CSc2ncnc3c2oc2ccccc23)s1
 : 5 | 45
77	COc1cc(S(=O)(=O)NC(C)C)ccc1Cl
 : 16 | 20
78	Cc1ccnc(NC(=O)C2CCC(CNc3c(N4CCCC4)c(=O)c3=O)CC2)c1 (centres undefined)
 : 38 | 20

The results go on.
The line under a structure holds: mHtt clearance | mHtt clearance grain fraction
79	Cc1cccc2cc(/C=N/NC(=O)CN3CCOCC3)c(Cl)nc12
 : -11 | 43
80	O=C(c1ccc2c(=O)n(-c3ccccc3)c(=O)[nH]c2c1)N1CCCCC1
 : -22 | 25
81	COc1cccc(CNCCSc2nnnn2C)c1
 : 2 | 19
82	O=C(Nc1ccc2c(c1)OCCO2)c1ccc(Br)o1
 : 23 | 28
83	CC1C(c2ccccc2)N(C)C(c2ccccc2)CC1(O)c1ccccc1 (centres undefined)
 : -93 | 61
84	Cc1csc(CCc2nc(C)cs2)n1
 : -22 | 26
85	Cc1ccc(CSc2nc3ncccc3[nH]2)cc1
 : 5 | 37
86	CCCCc1nnc(NC(=O)CC(=O)Nc2ccccc2C(=O)O)s1
 : -56 | 32
87	Cc1cccc(NC(=O)Nc2cccc(F)c2)n1
 : 28 | 12
88	CC1(C)CC(=O)C2=C(C1)OC(N)=C(C#N)C21C(=O)N2CCCc3cccc1c32 (centres undefined)
 : -12 | 22
89	COCCn1cc(C(=O)N2CCN(C)CC2)c2c3ccccc3n(C)c2c1=O
 : -41 | 27
90	Cc1cccc(OCC(=O)N2CCC(N3CCOCC3)CC2)c1
 : 10 | 39
91	O=C(NCc1cccnc1)NC1(C(F)(F)F)Oc2ccccc2O1
 : 7 | 35
92	O=C(CN1CCN(c2cccc(Cl)c2)CC1)N1CCCC1
 : -47 | 27
93	CC1(C)CC(=O)C2=C(C1)NC(Nc1nc3ccccc3o1)=NC21CCCC1
 : 26 | 27
94	CCn1c(SCC(=O)Nc2ccccc2OC)nnc1-c1cnccn1
 : 37 | 23
95	CCOc1cc(NC(=O)c2cnccn2)c(OCC)cc1NC(=O)c1ccc(C)cc1
 : -58 | 32
96	N#Cc1nc(Cc2cccc3ccccc23)oc1NCc1ccc2c(c1)OCO2
 : -38 | 47
97	Cc1ccc(OCC(=O)Nc2ccc3c(c2)nc(CCN2CCOCC2)n3C)cc1
 : 46 | 19
98	N=c1n(Cc2ccccc2)c2ccccc2n1CC(O)COc1ccccc1 (centres undefined)
 : 5 | 34

Grouped by structure, those above with an aryl methoxy group
The line under a structure holds: mHtt clearance | mHtt clearance grain fraction
15	CCOC(=O)c1[nH]c2cc(OC)c(OC)cc2c1NC(=O)c1ccc2c(c1)OCO2
 : 3 | 36
16	CCn1cc(C(=O)NCC2COc3ccccc3O2)c2cc(OC)c(OC)cc2c1=O (centres undefined)
 : 0 | 44
22	COc1ccc2oc(-c3ccc(C)c(NC(=O)c4ccc(N5CCOCC5)c([N+](=O)[O-])c4)c3)nc2c1
 : -48 | 45
26	COC(=O)c1cc(OC)c(OC)cc1NC(=O)Nc1ccc(OC)cc1OC
 : 66 | 6.7
31	COc1ccc(OC)c(-c2c[n+](=O)c3c(n2[O-])CCCC3)c1
 : 13 | 39
32	CCC(C)(C)n1nnnc1C(c1ccc(OC)c(OC)c1)N1CCN(c2ccc(F)cc2)CC1 (centres undefined)
 : -32 | 26
33	CCCn1cnc2cc(NCc3cccc(OC)c3)ccc21
 : -71 | 28
39	COCC(=O)Nc1cc(OC)cc(OC)c1
 : 4 | 36
45	CCOC(=O)/C=C1\NC2(CCCCC2)Cc2cc(OC)c(OC)cc21
 : -14 | 24
55	COC(=O)c1ccc(=O)n(-c2ccc(OC)cc2)c1
 : 38 | 11
56	C=CCOc1c(CNn2nnnc2N)cccc1OC
 : -4 | 20
57	COc1ccccc1N1CCN(S(=O)(=O)c2ccc3c4c(cccc24)C(=O)N3C)CC1
 : 46 | 10
61	COc1ccccc1C1=Nn2c(nnc2C2CCCCC2)SC1
 : -64 | 63
62	COc1cc(C2=NOC(C(=O)Nc3ccc(C)cc3)C2)cc(OC)c1OC (centres undefined)
 : -16 | 43
73	COc1cccc(C(=O)Nc2c(C(N)=O)oc3ccccc23)c1
 : -3 | 32
77	COc1cc(S(=O)(=O)NC(C)C)ccc1Cl
 : 16 | 20
81	COc1cccc(CNCCSc2nnnn2C)c1
 : 2 | 19
94	CCn1c(SCC(=O)Nc2ccccc2OC)nnc1-c1cnccn1
 : 37 | 23

Screens: PubChem, Columbia University Molecular Screening Center

This is a subset; the hit share may differ from the screen's.
